KB-V1 MDR tox = KB-V1 MDR subline cytotoxicity | KB-V1 MDR cells viability, CellTiter-Glo, 72 h | AID 1347076 | Potency, µM (titrated, usually from 46.1 µM), inactives show at the top dose activity change, negative = cytotoxicity, most hits filed as cytotoxic | 400,000 tested, 3.4% active; further: on the % scale 0 is the no-effect control and ±100 the full control effect; nearly all actives have a fitted effect of over 60% in size
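Drug-selected KB-V1 cells, grown in DMEM lacking phenol red with 10% FBS, receive compound titrations; after three days at 37 degrees C, surviving cell ATP is quantified by CellTiter-Glo luminescence and responses normalized and curve-fitted.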
HT1080NT lethal = kills 2HG-producing HT-1080-NT fibrosarcoma cells. 360,000 tested, 1.6% active. AID 686970. HT-1080-NT fibrosarcoma viability, CellTiter-Glo ATP luminescence, 48 h. Potency, µM (doses to about 46.1 µM), inactives show top-dose activity, negative = less viability, most hits filed as cytotoxic;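 further: NT is the 2HG producing partner of a matched IDH1 knockdown line; 0% = DMSO-treated cells and -100% = media-only wells without cells; nearly all actives have a fitted effect of over 55% in size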
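Read-out is CellTiter-Glo luminescence after 10 minutes at room temperature, following 48 hours' compound treatment of HT-1080-NT cells (750 cells/well, RPMI, 5% FBS, 37 degrees C).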
SW480 rerep = DNA re-replication induction in SW480 cells; AID 624297; Potency, µM (doses to about 46.1 µM), inactives show top-dose re-replication activation, most hits filed as activators; 340,000 tested, 1.8% active; SW480 DNA re-replication, Hoechst DNA content imaging, 48 h; further: % of control where 0% means no effect; nearly all actives have a fitted effect of over 55% in size
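Treated cells incubate 48 hr (37 C, 5% CO2), are stained 40 min with Hoechst, and nuclear fluorescence is enumerated; a rise in nuclei with high DNA signal marks re-replication.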
TDP43 rescue = rescues yeast growth from TDP-43 toxicity | TDP-43 expressing yeast growth rescue, BacTiter-Glo, 24 h | Potency, µM (series often up to 46.1 µM), for the others: top-dose growth rescue (activation), actives largely listed as activators | 410,000 tested, 1.8% active; further: % of control where 0% means no effect; nearly all actives have a fitted effect of over 50% in size
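Yeast cells expressing TDP-43 under galactose induction are exposed to compounds for 24 hr at 30 deg C. BacTiter-Glo luminescence measures growth, so protective compounds score as activators.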
HT1080 IDH1KD tx = kills HT-1080 cells with IDH1 knockdown | HT-1080 IDH1 knockdown viability, ATP luminescence, 48 h | Potency, µM (highest dose often 46.1 µM), without a hit: at the highest dose activity, negative = toxicity, usual class: cytotoxic | 360,000 tested, 2% active | AID 686971;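 further: 0% = DMSO wells and -100% = cell-free medium wells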
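In this qHTS, HT-1080 cells depleted of IDH1 are exposed for 48 h at 37 °C to compound titrations. Toxicity is scored from CellTiter-Glo luminescence, with DMSO as full viability and medium alone as none.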
GLP1R inv ag = GLP-1 receptor (human) inverse agonism. P43220. HEK293 GLP-1R CRE-luciferase, luminescence, 24 h; GLP-1R form is constitutively active. Potency, µM (top dose mostly 38.3 µM), for inactives: top-dose activity change, negative = inhibition, actives largely listed as inhibitors. 410,000 tested, 1.6% active. AID 624417; further: on the % scale 0 is the no-effect control and ±100 the full control effect; nearly all actives have a fitted effect of over 55% in size
Target sequence (P43220 whole entry, looked up): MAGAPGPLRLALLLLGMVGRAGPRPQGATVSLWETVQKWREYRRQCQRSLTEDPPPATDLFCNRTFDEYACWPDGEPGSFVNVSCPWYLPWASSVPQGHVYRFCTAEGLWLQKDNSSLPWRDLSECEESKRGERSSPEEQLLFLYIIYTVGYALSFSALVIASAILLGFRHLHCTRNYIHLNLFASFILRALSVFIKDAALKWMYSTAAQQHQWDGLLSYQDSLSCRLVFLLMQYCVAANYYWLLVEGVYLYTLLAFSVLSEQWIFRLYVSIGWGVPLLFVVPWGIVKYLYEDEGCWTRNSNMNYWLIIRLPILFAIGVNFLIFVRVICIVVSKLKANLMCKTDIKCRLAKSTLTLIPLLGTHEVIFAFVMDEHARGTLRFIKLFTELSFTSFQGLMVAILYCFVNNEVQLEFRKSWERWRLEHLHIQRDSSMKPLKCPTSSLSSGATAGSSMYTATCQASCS
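Seeding at 200 cells/uL, 12 h culture, 24 hr compound treatment, then luciferase reagent and a luminescence read; cells are HEK293 stably expressing a constitutively active GLP-1R plus cAMP-responsive luciferase.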
KB-3-1 cytotox = KB-3-1 parental cell cytotoxicity; KB-3-1 viability, CellTiter-Glo ATP luminescence, 72 h; Potency, µM (top dose mostly 46.1 µM), inactives show top-dose activity change, negative = cytotoxic, hits mostly cytotoxic; 400,000 tested, 1.4% active; AID 1347075; further: on the % scale 0 is the no-effect control and ±100 the full control effect; nearly all actives have a fitted effect of over 60% in size
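Here the drug-naive KB-3-1 line serves as comparator for MDR sub-line selectivity; cells received compound titrations, 72 h at 37 °C, then CellTiter-Glo readout.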
GLP1R ag = agonists of human GLP-1 receptor; Potency, µM (highest dose often 45.6 µM), for inactives: at the highest dose activation, most hits filed as activators; P43220; AID 624172; HEK293 GLP-1R CRE-luciferase, luminescence, 4-6 h; cells express a hypersensitive GLP-1R form; 380,000 tested, 0.007% active; further: % of control where 0% means no effect
HEK293 tox = cytotoxicity counter-screen for GLP-1 receptor inverse agonists; HEK293 cAMP-luciferase reporter cells, luminescence, 24 h; 410,000 tested, 0.13% active; AID 624418; Potency, µM (top dose mostly 38.3 µM), for the others: at the top dose activity change, negative = inhibition, most hits filed as inhibitors;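 further: loss of luciferase light is scored as toxicity; on the % scale 0 is the no-effect control and ±100 the full control effect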
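Step one: seed cells (200 cells/uL, DMEM with 10% Nu serum, 1% pen-strep). Step two: 12-hour incubation at 37 deg C. Step three: pin 23 nL compound, incubate 24 hr. Step four: add luciferase reagent, read luminescence 12 min later.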
* hit, by the source's call; ? = inconclusive; · = no result given; [ ] = dose if it differs, or a comment. The call rests on the fitted dose curve; in most records, active means well fitted curve in the direction sought with a large enough effect; inconclusive means small, poorly fitted or top-dose-only effect, or another doubt; inactive means no such curve, though single readings can be large; an effect the other way counts as inactive or inconclusive. Potency means the concentration at half of the fitted maximal effect.

SMILES | KB-V1 MDR tox | HT1080NT lethal | SW480 rerep | TDP43 rescue | HT1080 IDH1KD tx | GLP1R inv ag | KB-3-1 cytotox | GLP1R ag | HEK293 tox
O=C(Cn1ncc2c(=O)oc3ccccc3c21)NCc1cccnc1 | ? | -2% | 3% | -24% | -4% | ? | 8% | 3% | 11%
COc1ccc(N2CCN(C(=O)CNC(=O)c3cccs3)CC2)cc1 | -5% | 18% | -9% | 15% | 19% | -1% | 1% | -1% | 12%
Cc1ccc(NC(=O)CSc2nc3nc(C)cc(C)c3c(=O)[nH]2)cc1 | 4% | -16% | 0% | 5% | -20% | 74%[activator] | 16% | -2% | -5%
Cn1c2ccccc2c(=O)c2c(=O)n(Cc3ccco3)c(-c3ccc(F)cc3)nc21 | -2% | -29% | ? | -37%[inhibitor] | ? | ? | -4% | 7% | -18%
CCCCC(=O)Nc1ccc(NC(=S)NC(=O)c2cccs2)cc1OC | ? | 15% | 11% | 20% | 10% | -6% | 13% | 0% | -5%
COc1ccc(-c2cc3c(c4c2ccn4C)C2CCC3C2)cc1OC (centres undefined) | 13% | ? | · | 0% | -27% | -3% | 0% | 23% | 5%
Cc1cc(Br)ccc1NC(=O)c1ccc(NS(=O)(=O)c2c(C)noc2C)cc1 | 17% | · | · | -6% | · | ? | 0% | -3% | 0%
CCOC(=O)c1sc(=S)n(-c2ccc(OC)cc2)c1C | -30% | 3% | -3% | 20µM* | -5% | ? | -2% | 8% | -13%
C[C@@H]1CCCCO[C@H](CN(C)C(=O)c2ccncc2)[C@H](C)CN([C@@H](C)CO)C(=O)c2cc(NC(=O)c3ccccc3)ccc2O1 | -6% | -7% | · | 13% | 1% | 8% | 0% | -3% | -14%
NC(=O)c1cc(C(=O)Cc2ccc(Cl)cc2)c[nH]1 | 0% | 1% | -5% | 5% | 8% | 33%[activator] | 5% | 1% | 6%
C/C(CC(=O)NCc1ccccc1)=N\NC(=O)c1cnccn1 | -12% | 13% | -2% | 0% | 21% | 5% | 0% | 7% | 11%
Cc1cc(NC(=O)CSc2nc(N)c(NC(=O)c3ccccc3)c(=O)[nH]2)no1 | -1% | 8% | ? | -16% | 22% | 11% | -4% | 2% | -17%
CC(=O)Nc1ccc(NCc2ccc(-c3ccccc3)cc2)cc1 | 0% | -6% | -13%[1.84 µM] | · | -2% | -24% | -18% | 9% | -6%
CC(=O)Nc1ccc(-c2ccnc3c2CC(C(=O)Nc2cccc(C(F)(F)F)c2)O3)cc1 (centres undefined) | 23µM* | ? | · | 23% | 16µM* | ? | ? | 5% | ?
O=C(Nc1cccnc1)c1sc(Nc2ccccc2)nc1-c1ccccc1 | 15µM* | 0% | 13% | 11% | -1% | -29% | ? | -18% | -9%
CC1Cc2ccccc2N1CC(=O)NC(=O)NC(C)(C)C (centres undefined) | ? | -19% | -3% | 2% | -11% | ? | -8% | 7% | 0%
COc1cccc(NC(=O)CSCc2cc(=O)n3ccsc3n2)c1 | 20% | 2% | 5% | -4% | 3% | -10% | 2% | 1% | -2%
COc1ccc(C2/C(=C(/O)c3ccc(Br)cc3)C(=O)C(=O)N2C)cc1OC (centres undefined) | 11% | 4% | -10% | 9% | -2% | 7% | 28% | -2% | 2%
Cc1ccc2nc(N/N=C\c3ccc([N+](=O)[O-])o3)nc(-c3ccccc3)c2c1 | 18µM* | ? | ? | -3% | 10% | 28% | 26µM* | 18% | -20%
CCN(CC)CC(=O)Nc1sc2c(c1C(=O)c1ccccc1OC)CCC2 | ? | ? | ? | 13% | ? | -18%[7.66 µM] | ? | -1% | -1%[7.66 µM]

Gathered by group: those above containing an aryl thioether with sulfur outside any ring (two)
SMILES | KB-V1 MDR tox | HT1080NT lethal | SW480 rerep | TDP43 rescue | HT1080 IDH1KD tx | GLP1R inv ag | KB-3-1 cytotox | GLP1R ag | HEK293 tox
Cc1ccc(NC(=O)CSc2nc3nc(C)cc(C)c3c(=O)[nH]2)cc1 | 4% | -16% | 0% | 5% | -20% | 74%[activator] | 16% | -2% | -5%
Cc1cc(NC(=O)CSc2nc(N)c(NC(=O)c3ccccc3)c(=O)[nH]2)no1 | -1% | 8% | ? | -16% | 22% | 11% | -4% | 2% | -17%

Retrieved one by one from the entries so far (2):
SMILES | KB-V1 MDR tox | HT1080NT lethal | SW480 rerep | TDP43 rescue | HT1080 IDH1KD tx | GLP1R inv ag | KB-3-1 cytotox | GLP1R ag | HEK293 tox
CCN(CC)CC(=O)Nc1sc2c(c1C(=O)c1ccccc1OC)CCC2 | ? | ? | ? | 13% | ? | -18%[7.66 µM] | ? | -1% | -1%[7.66 µM]
Cc1cc(NC(=O)CSc2nc(N)c(NC(=O)c3ccccc3)c(=O)[nH]2)no1 | -1% | 8% | ? | -16% | 22% | 11% | -4% | 2% | -17%

Going on with the list:
SMILES | KB-V1 MDR tox | HT1080NT lethal | SW480 rerep | TDP43 rescue | HT1080 IDH1KD tx | GLP1R inv ag | KB-3-1 cytotox | GLP1R ag | HEK293 tox
O=C(Nn1cnnc1)c1cc2c(s1)CCCCC2 | 0% | 6% | -2% | -20% | 2% | 1% | 0% | -14% | 2%
O=P(O)(c1ccccc1)c1ccccc1O | 20% | 8% | -12%[9.22 µM] | 4% | 4% | 0% | 14% | -4% | 1%
CCOc1ccc(CC(=O)NCCc2csc(-c3ccc(Cl)cc3)n2)cc1 | 10% | · | · | 25% | · | -23% | -10% | · | -4%
Cc1ccc(-c2c(C)sc3nc[nH]c(=O)c23)cc1C | -1% | -4% | -2% | 24% | -24% | ? | -2% | 3% | 8%
COc1c(Br)cc(Br)cc1/C=N/n1c(C)nnc1C | ? | 0% | ? | -6% | -3% | ? | ? | 8% | -23%
CC1CCC(NC(=O)CN(C)CC(=O)Nc2ccc(F)cc2)CC1 (centres undefined) | 23µM* | 0% | 1% | 2% | -1% | -19% | 6% | 4% | -13%
COc1ccccc1CN=c1c([N+](=O)[O-])nn(-c2ccc3c(c2)OCCO3)n1O | -25% | 3% | -6% | 18µM* | 1% | 0% | -1% | 6% | 7%
CCN(CC)C(=O)[C@H]1CC(CC(=O)NCCCn2ccnc2)C(=O)N2CCc3c([nH]c4ccccc34)[C@]12C (some centres undefined) | 0% | 5% | -4% | 13% | 4% | 8% | 0% | 0% | 4%
COc1cc(OC)c(NC(=O)c2cc3c(=O)oc4ccc(C)cc4c3s2)cc1Cl | ? | · | · | -12% | · | 22% | -2% | 0% | 5%
CC(=O)c1cccc(S(=O)(=O)N2CCn3cccc3C2C)c1 (centres undefined) | 18% | -4% | -9% | 6% | -3% | 13% | 2% | 12% | -10%
COc1ccc(NCc2cc3ccccc3[nH]c2=O)cc1 | 1% | -8% | -5%[9.22 µM] | -4% | -22% | 3% | 6% | 0% | -1%
COc1ccc(C(=O)N(C)C(C)c2ccon2)cc1OC1CCN(C(C)C)CC1 (centres undefined) | -1% | 4% | -1% | -14% | 3% | 27% | -3% | 1% | 5%
CSc1nncc(/C(C)=N\Nc2ccccc2)n1 | 3% | 0% | -4% | 17% | 5% | -18% | 0% | 2% | -16%
O=C(O)c1ccc2oc(=O)c(S(=O)(=O)c3ccc(F)cc3)cc2c1 | 12% | -9% | 9% | -5% | -11% | 1% | -3% | -2% | 95%[activator]
COc1ccccc1CNC(=O)C1CCCN1S(=O)(=O)c1cccc2cccnc12 (centres undefined) | -19% | 8% | ? | 7% | -2% | 3% | -13% | 13% | 0%
CC(C)CNC(=O)C1CCN(S(=O)(=O)c2ccc(-n3cnnn3)cc2)CC1 | 4% | 20% | -9% | 0% | 13% | -17% | -1% | 12% | -30%
Cc1cc(C)c(S(=O)(=O)N2CCN(C(=O)CN3C(=O)NC4(CCCC4)C3=O)CC2)c(C)c1 | · | 0% | -3% | 4% | 0% | -20% | · | -6% | 3%
O=C(NCCCNC(=O)c1cc(Cl)ccc1Cl)c1ccccn1 | ? | -11% | -5% | -1% | -3% | 4% | 7% | 3% | 1%
CCOc1cc(C(=O)Nc2cc(C)on2)cc(OCC)c1OCC | -4% | -6% | -20% | ? | -9% | -18% | 17% | 2% | 12%
NC(=O)c1cc([N+](=O)[O-])ccc1NCc1cnccn1 | 13% | 5% | 2% | 18% | 5% | 2% | 0% | -5% | -16%
Cc1c(Cl)cccc1NC(=O)c1ccc(NC(=O)N2CCSc3ncccc32)cc1 | -12% | · | · | 5% | · | 12% | -19% | · | -9%
COc1ccc(-c2nc(-c3cccnc3)no2)cc1OC | -12% | 12% | -9% | 5% | 2% | 177%[activator] | 11% | 43% | -4%
COc1ccc(N2CCN(Cc3cc(=O)oc4ccc(Cl)cc34)CC2)cc1 | 9% | -3% | 11% | 12% | -3% | -5% | -9% | 0% | 0%
Cc1cc(NC(=S)N(CCCN2CCN(C)CC2)Cc2ccco2)ccc1Cl | ? | -2% | -1% | 21% | -11% | ? | -12% | 9% | 10%
CCn1c(SCC(=O)NNC(=O)Cc2ccccc2)nnc1-c1ccccc1 | -4% | 4% | -3% | -8% | 1% | -9% | -17% | -5% | 1%
Cc1cccc(OCC(=O)NCC(c2cccs2)N2CCOCC2)c1 (centres undefined) | ? | 0% | 2% | 24% | 1% | 4% | 9% | 9% | 12%
Cc1ccc2[nH]c(C(=O)N3CCC(C(N)=O)CC3)cc2c1 | -3% | 3% | -2% | 11% | 0% | 42%[activator] | -2% | 1% | 11%
Cc1cccc(CSc2nnc(N)n2-c2ccccc2)c1 | -2% | 0% | 5% | 4% | 3% | 8% | -1% | 5% | -1%
Cc1cccc2cc(COC(=O)C3CCCCC3)c(=O)[nH]c12 | -1% | 13% | -3% | -8% | 14% | -1% | -12% | -1% | 1%
C/C(=N\Nc1ccccn1)c1ccc2c(c1)OCO2 | -15% | -2% | -6% | 22% | 2% | -7% | 1% | 11% | 22%
COc1ccc(N2CCN(S(=O)(=O)Cc3ccccc3)CC2)cc1 | 17% | 21% | 1% | -5% | 2% | 0% | 1% | -10% | -16%
O=c1[nH]c(/C=C\c2cccc(F)c2)nc(O)c1[N+](=O)[O-] | -2% | 22% | 1% | -15% | 19% | 0% | -8% | -4% | -13%
COC(=O)c1c(C)[nH]c(C(=O)COC(=O)c2c(C)noc2C)c1C | -5% | -7%[9.24 µM] | 2% | 2% | 0% | 12% | 25% | -2% | -1%
